DT40 TDP1 CPT: DT40-hTDP1 cell growth loss with CPT; chicken DT40 Tdp1-/-;hTDP1 cells + 20 nM CPT, ATP luminescence, 48 h; Potency, µM (doses to about 46.2 µM), inactives show at the highest dose activity change, negative = growth inhibition, most hits filed as inhibitors; 420,000 compounds, 12% hits; AID 686979; further: nearly all actives have a fitted effect of over 55% in size
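Chicken DT40 Tdp1-/- cells stably complemented with human TDP1 were seeded at 400 cells/well in medium containing 20 nM camptothecin, exposed to pin-transferred compounds, and grown at 37 °C for at least 48 hr. Viability was read as ATP luminescence.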
KAT2A inh: inhibitors of human GCN5L2 histone acetyltransferase | Q92830 | GCN5L2 HAT assay, ThioGlo1 CoA-SH fluorescence | Potency, µM (series often up to 58.9 µM), without a hit: at the highest dose activity change, negative = inhibition, hits mostly inhibitors | 390,000 compounds, 0.21% hits | AID 504327
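Fluorescence readout, Ex340nm/Em540nm: ThioGlo1 (50uM final) reacts with free CoA thiol released as 20nM GCN5L2 acetylates H3(1-25) peptide (75uM) using acetyl-CoA (70uM). Compound and enzyme sat 15 min beforehand; 20 min room-temperature reaction.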
FEN1 inh: human FEN1 inhibition; P39748; Recombinant FEN1 flap cleavage, fluorescence, 15 min; Potency, µM (titrated, usually from 114 µM), for inactives: top-dose activity change, negative = inhibition, actives largely listed as inhibitors; 390,000 compounds, 0.35% hits; further: nearly all actives have a fitted effect of over 65% in size
Target sequence (P39748 whole entry, looked up): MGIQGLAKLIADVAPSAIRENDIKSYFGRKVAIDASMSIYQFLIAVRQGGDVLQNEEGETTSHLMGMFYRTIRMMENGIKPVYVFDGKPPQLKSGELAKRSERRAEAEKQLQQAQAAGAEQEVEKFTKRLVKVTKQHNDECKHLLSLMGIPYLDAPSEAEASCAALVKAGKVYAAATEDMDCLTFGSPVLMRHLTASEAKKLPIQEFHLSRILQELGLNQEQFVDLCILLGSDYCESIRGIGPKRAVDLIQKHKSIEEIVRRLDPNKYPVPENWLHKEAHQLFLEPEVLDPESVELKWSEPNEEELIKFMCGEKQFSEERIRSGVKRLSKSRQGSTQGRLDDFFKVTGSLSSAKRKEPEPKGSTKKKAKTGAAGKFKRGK
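In this screen, 50 nM flap DNA substrate was added to 10 nM FEN1 pretreated with compound for 15 min at room temperature; cleavage was followed with reads at 0 and 15 min, and Hill fitting gave concentration–response parameters.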
The depositor's hits bear a star; ? = inconclusive; . = no result given; & = joins results of further samples. The call rests on the fitted dose curve; in most records, active means well fitted curve in the direction sought with a large enough effect; inconclusive means small, poorly fitted or top-dose-only effect, or another doubt; inactive means no such curve, though single readings can be large; an effect the other way counts as inactive or inconclusive. On the % scale 0 is the no-effect control and ±100 the full control effect; potency means the concentration at half of the fitted maximal effect. Only part of the results is shown; count on the stated rates, not on these rows.

SMILES	DT40 TDP1 CPT	KAT2A inh	FEN1 inh
COc1ccc(NC(=O)Nc2c[nH]c(=O)[nH]c2=O)cc1OC	-10%	2%	-19%
CCc1ccccc1NC(=O)CN1CCN(C(=O)c2cccc(-n3cnnn3)c2)CC1	3%	-7%	-10%
O=C(COC(=O)C1COc2ccccc2O1)NC1CCS(=O)(=O)C1 (stereo not given)	-15%	-8%	5%
O=C(CSc1nnc(C2CCCCC2)n1-c1ccccc1)NCc1ccco1	?	1%	-3%
CCOC(=O)c1c(C)[nH]c(CCC(=O)NCCCN2CCN(c3ccccc3F)CC2)c1C	?	-6%	-9%
O=[N+]([O-])c1cccc(N/N=C/c2cc([N+](=O)[O-])ccc2O)c1	2%	?	-6%
CN(C)S(=O)(=O)N(CC(=O)NCCSCc1cccc(Cl)c1)c1ccccc1	?	-15%	12%
COc1ccc(CCNC(=O)COC(=O)c2cnc(Cl)c(Cl)c2)cc1	-10%	-1%	1%
CCOC(=O)c1nnc(-c2ccc(C)cc2)nc1Oc1ccccc1Cl	?	3%	?
CCOC(=O)c1c(NC(C)=O)sc2c(O)c(CN3CCN(CC)CC3)ccc12	?	1%	3%
Cn1c(N)c(C(=O)COC(=O)c2cc(S(=O)(=O)N3CCOCC3)ccc2F)c(=O)n(C)c1=O	5%	-6%	-4%
COc1ccc(OC)c(NS(=O)(=O)c2ccc(-n3cccn3)cc2)c1	?	1%	-2%
COc1cc(Cl)c(S(=O)(=O)NCCCn2ccnc2)cc1Cl	8%	-7%	11%
COc1ccccc1N1C(=O)C2C(c3ccccc3F)NN(C(=O)c3ccc(C)cc3)C2C1=O (stereo not given)	-19%	-3%	0%
CC1=C(C(N)=O)C(c2cccs2)n2nc(-c3cccc(C)c3)nc2N1 (stereo not given)	?	-12%	0%
COc1ccc(C)cc1NC(=O)C(OC(=O)c1ccc(Cl)c(S(=O)(=O)N(C)c2ccccc2)c1)c1ccccc1 (stereo not given)	-3%	-5%	1%
CCn1c(CNC(=O)Cc2ccc(OC)cc2)n[nH]c1=S	6%	-15%	-1%
CC1CCCC(C)N1C(=O)CSc1nnc(CSc2ncccn2)n1C (stereo not given)	-5%	-2%	1%
O=C(c1ccc(F)cc1)N1CCN2C(=O)c3ccccc3C12c1ccc(Cl)cc1 (stereo not given)	?	-7%	-23%
NC(=O)C1(NC(=O)[C@@H]2CC3(CC(c4cccc(NC(=O)[C@@H]5CCC(=O)N5)c4)=NO3)CN2C(=O)c2cnccn2)CC1 (stereo not given in full)	-20%	-1%	-6%

2 of the compounds above, comma-delimited:
SMILES,DT40 TDP1 CPT,KAT2A inh,FEN1 inh
O=C(c1ccc(F)cc1)N1CCN2C(=O)c3ccccc3C12c1ccc(Cl)cc1 (stereo not given),?,-7%,-23%
COc1ccc(OC)c(NS(=O)(=O)c2ccc(-n3cccn3)cc2)c1,?,1%,-2%

Returning to the listing; the 4 compounds before the break are reprinted first.
SMILES	DT40 TDP1 CPT	KAT2A inh	FEN1 inh
CCn1c(CNC(=O)Cc2ccc(OC)cc2)n[nH]c1=S	6%	-15%	-1%
CC1CCCC(C)N1C(=O)CSc1nnc(CSc2ncccn2)n1C (stereo not given)	-5%	-2%	1%
O=C(c1ccc(F)cc1)N1CCN2C(=O)c3ccccc3C12c1ccc(Cl)cc1 (stereo not given)	?	-7%	-23%
NC(=O)C1(NC(=O)[C@@H]2CC3(CC(c4cccc(NC(=O)[C@@H]5CCC(=O)N5)c4)=NO3)CN2C(=O)c2cnccn2)CC1 (stereo not given in full)	-20%	-1%	-6%
CCCCn1c(N)c(N(CC)C(=O)C2CCC2)c(=O)[nH]c1=O	-2%	3%	-13%
CCN1CCN(C(=O)Cn2nc(-c3ccc(Cl)cc3)ccc2=O)CC1	-12%	-13%	17%
Cc1ccccc1NC(=O)C1CCCN(c2nnc(N3CCCC3=O)s2)C1 (stereo not given)	-7%	-7%	0%
CC(C)CC(c1nnnn1C(C)C)N1CCN(C(=O)c2ccco2)CC1 (stereo not given)	25%	-5%	0%
O=C(OCc1ccc(Cl)c(Cl)c1)c1cnccn1	-5%	0%	-1%
COc1ccc(-c2nc(SCc3cc(=O)c4cc(C)ccc4[nH]3)n[nH]2)cc1	-2%	-14%	-11%
S=C(NCCc1cnc[nH]1)NC1CCCC1	0%	-5%	2%
CNc1ccc(Br)cc(C(=O)/C=C/c2cc(OC)ccc2OC)c1=O	21µM*	?	?
CN(C)c1ccc(/C=C/c2ccnc3ccc(I)cc23)cc1	3.2µM*	.	-4%
COC(=O)C1=CN(c2ccc(F)cc2)C=C(C(=O)OC)C1c1cccc([N+](=O)[O-])c1	-25%	4%	0%
Cc1cc(Nc2c(C)n(C)n(-c3ccccc3)c2=O)n2c(nc3ccccc32)c1C#N	-26%	-1%	-7%
O=C(CSc1ccccc1F)NC(=O)NCc1ccco1	1%	?	-1%
CN(N=Cc1cccc2cccnc12)c1ccc([N+](=O)[O-])cc1[N+](=O)[O-]	10%	.	4%
CCc1cc(-c2nc(N)ncc2-c2csc(C)n2)c(O)cc1OC	-3%	-9%	-13%
COc1ccc(-c2nc(-c3ccc(O)cc3O)cs2)cc1OC	?	-2%	?
O=C(NC1CC1)c1ccc(NS(=O)(=O)c2ccccc2)cc1	-13%	-1%	-3%
Cn1ncc(C(=O)Nc2ccc(OC(F)(F)F)cc2)c1-n1cccc1	0%	-10%	-6%
CCC(C)n1c(SCC(=O)NC(=O)c2cccn2C)nc2ccccc2c1=O (stereo not given)	?	-13%	13%
O=C(CNS(=O)(=O)c1ccccc1)N1CCc2ccccc2C1	0%	-4%	1%
O=C(/C=C/c1cccs1)c1ccc(NC(=O)c2ccccc2F)cc1	-23%	-5%	0%

Record cards, as listed above. Order of values: DT40 TDP1 CPT | KAT2A inh | FEN1 inh
Results for `CCC(C)n1c(SCC(=O)NC(=O)c2cccn2C)nc2ccccc2c1=O` (stereo not given) = ? | -13% | 13%
Results for `COc1ccc(C)cc1NC(=O)C(OC(=O)c1ccc(Cl)c(S(=O)(=O)N(C)c2ccccc2)c1)c1ccccc1` (stereo not given) = -3% | -5% | 1%
Results for `CN(N=Cc1cccc2cccnc12)c1ccc([N+](=O)[O-])cc1[N+](=O)[O-]` = 10% | . | 4%
Results for `Cc1ccccc1NC(=O)C1CCCN(c2nnc(N3CCCC3=O)s2)C1` (stereo not given) = -7% | -7% | 0%
Results for `O=C(COC(=O)C1COc2ccccc2O1)NC1CCS(=O)(=O)C1` (stereo not given) = -15% | -8% | 5%

Additional entries.
SMILES	DT40 TDP1 CPT	KAT2A inh	FEN1 inh
CC(=O)Nc1nc(CC(C)C)cc2c1c(=O)oc1ccccc12	-7%	-1%	8%
Clc1ccc(-c2nnc(-c3ccccc3)c(-c3c[nH]c4ccccc34)n2)cc1	-8%	7%	5%
O=C(Cn1ccn(-c2ccc(F)cc2)c(=O)c1=O)Nc1ccc(F)cc1	9%	-8%	24%
CN(Cc1ccccc1)CC(O)COc1ccc(CNCCc2cccnc2)cc1 (stereo not given)	?	3%	-4%
Cc1ccc(Cl)cc1Nc1nc(-c2cccnc2)cs1	?	-22%	?
CN(CC(=O)NC(=O)NC1CCCCC1)CC(=O)Nc1ccc(OC(F)(F)F)cc1	?	-14%	-20%
COC(=O)CCN1CCN(S(=O)(=O)c2ccc3c(c2)OCCO3)CC1	-17%	-2%	6%
CCCOc1ccc(C(=O)O)cc1	-3%	-2%	-16%
Cn1cc(S(=O)(=O)Nc2ccc(Oc3ccccc3)cc2)c(=O)n(C)c1=O	6%	-9%	-5%
CCOC(=O)c1ccccc1NC(=O)C1CCN(c2ncnc3c2nc2n3CCCCC2)CC1	-2%	-10%	-5%
O=C(NNS(=O)(=O)c1ccc(F)cc1)c1cccc(O)c1	-5%	3%	-3%
CC1CCN(C(=O)Cn2c(=O)oc3cc(S(=O)(=O)N4CCCCC4)ccc32)CC1	0%&-18%	-9%&0%	-2%&0%
CC(C)c1nc2sc3c(=O)[nH]c(=S)[nH]c3c2c2c1CCCC2	5%	-6%	-4%
c1ccc2c(c1)OCCc1c-2[nH]c2ccccc12	?	3%	-25%
Cc1c(S(=O)(=O)N(C)C2CCCCC2)c(=O)n(C)c(=O)n1C	4%	2%	-2%
COCCn1c(SC(C)C(=O)Nc2ccc(N3CCOCC3)cc2)nnc1-c1ccncc1 (stereo not given)	7%	2%	-9%
CC[N+]1(C)CCC(O)(c2ccc(OC)cc2)C(C(=O)c2ccc(OC)cc2)C1 (stereo not given)	0.65µM*	.	4%
Cc1nn(-c2ccccc2)c2sc(C(=O)Nc3ccc(Br)cc3)cc12	?	0%	-5%
CN1CCN(c2ccc(NC(=O)c3ccc(-c4cccc([N+](=O)[O-])c4)o3)cc2)CC1	1%	-4%	?
CNC(=S)N(Cc1cc2cc(C)ccc2n2nnnc12)CC(C)(C)CN(C)C	-9%	-3%	-4%
Cc1cccc(NC(=O)CN2C(=O)c3ccccc3C2=O)c1C	6%	3%	-3%
COC(=O)c1csc(S(=O)(=O)N2CCCCC2)c1OC	4%	8%	-3%
O=C(COc1ccc(S(=O)(=O)N2CCOCC2)cc1Cl)NCCN1CCOCC1	1%	-3%	0%
COc1ccc(-c2nc3ccccc3s2)cc1NC(=O)COc1ccccc1C	.	1%	-2%
O=C(NC1CCS(=O)(=O)C1)/C(=C\c1ccc(F)cc1)NC(=O)c1ccccc1 (stereo not given)	10%	-11%	-1%
Cc1cc(-c2csc3nc[nH]c(=S)c23)cc(C)c1C	5.8µM*	-4%	-18%
CC(c1ccccn1)N(Cc1ccco1)C(=S)Nc1cccc(F)c1 (stereo not given)	-1%	-8%	1%
CC1(C)CSC(C)(C)C(=O)N1	-15%	.	3%
CN(C)c1ccc(C(=O)OCc2ccc(Br)cc2)cc1	-24%	4%	7%
CC1(c2ccc(Cl)cc2)CC(C)(C)N(C(=O)c2cccc(F)c2)c2ccccc21 (stereo not given)	?	-8%	12%
N#CCC(=O)N/N=C/c1cc([N+](=O)[O-])ccc1N1CCCC1	3%	-9%	-8%
CC1Cc2cc(/C=C3/SC(=S)NC3=O)ccc2O1 (stereo not given)	0%	-20%	-13%
CC(C)Sc1cc(N2CCOCC2)nc(-c2ccc(Cl)cc2)n1	?	-8%	-7%
CCCCCCC(=O)Nc1nc(C)c(-c2csc(Nc3cccc(OC)c3)n2)s1	21µM*	-9%	13%
CCN(CC)c1ccc(C(=O)Nc2ccccc2)cc1[N+](=O)[O-]	-6%	-6%	9%
Cc1ccc(C)c(S(=O)(=O)N2CCN(C(=O)C3CCN(C(=O)c4ccc(F)cc4)CC3)CC2)c1	?	-17%	-12%
COc1ccccc1NC(=O)NCCCl	5%	1%	2%
COc1ccc(NC(=O)C2CCCN(C(=O)Nc3cccc(OC)c3)C2)cc1 (stereo not given)	5%	0%	-21%
Nc1nc2cc(S(=O)(=O)NC3=NCCCCC3)ccc2s1	15µM*	-13%	-7%
Fc1ccc(-n2ncc3c(N4CCN(Cc5ccccc5)CC4)ncnc32)cc1	-12%	0%	3%
CC(=O)N/C(=C\c1ccccc1)C(=O)OCc1ccc(F)cc1	-12%	-1%	15%
COc1cccc(N2CC(C(=O)N3CCC4(CC3)CC(=O)c3ccccc3O4)CC2=O)c1 (stereo not given)	?	-4%	-4%
C[C@@]12C(=O)Nc3ccc(F)cc3C(=O)N1[C@H]1c3cc(Cl)ccc3OC[C@@H]1[C@@H]2c1ccccc1	?	-6%	-9%
CCOC(=O)c1c(NC(=O)c2ccc(C)cc2)sc2c1CCCCC2	10%	1%	3%
CCNC(=O)C(=O)c1c(-c2ccccc2)[nH]c2ccccc12	-6%	-11%	1%
COc1ccc(-c2ccc(N(C)C)cc2)cc1[C@H]1[C@H]2C=CC[C@@H](C)[C@@H]2C(=O)N1Cc1ccccc1	12µM*	3%	13%
COc1ccc(NS(=O)(=O)c2cc(C(=O)OC(C)C(=O)N3CCOCC3)ccc2Cl)cc1 (stereo not given)	-20%	-1%	2%
CCOc1ccc(Nc2nn(-c3ccc(OC(F)(F)F)cc3)nc2C(C)=O)cc1	-12%	-4%	3%
O=C(NN=C1CCCCCC1)c1ccc(Br)o1	5%	-6%	1%
C1CCCN(c2nc3nonc3nc2N2CCCCCC2)CC1	9%	-10%	-3%
O=C(Nc1ccc2nc(N3CCOCC3)sc2c1)c1ccccc1	-19%	-2%	7%
O=C(Cn1c(O)c(/C=C2\C=Nc3ccccc32)sc1=O)Nc1ccc2c(c1)OCO2	-24%	0%	-3%
O=C(COC(=O)c1nc(Cl)c(Cl)c(Cl)c1Cl)c1ccc[nH]1	?	-6%	3%
CCN(Cc1cc2ccccc2[nH]c1=O)C(=O)C(C)C	-4%	0%	0%
Cc1cc(C)cc(N2C(=O)CN(Cc3sccc3C)C2=S)c1	-3%	-5%	-18%
Cc1cc(NS(=O)(=O)c2ccc(NC(=O)C3CCCCC3)cc2)no1	-26%	-2%	-6%
Cc1cccc(NC(=O)c2cc(-c3ccc(C)c(C)c3O)n[nH]2)c1	?	0%	-16%
COc1ccc(OCC(O)COc2ccc(C(=O)O)cc2)cc1 (stereo not given)	-8%	-5%	8%
O=C(CSc1nc(SCC(=O)NCc2ccccc2)n(-c2ccccc2)n1)NCc1ccccc1	?	-2%	0%
